p53ts 32C kill: qHTS Screen for Compounds that Selectively Target Cancer Cells with p53 Mutations: Cytotoxicity of p53ts Cells at the Permissive Temperature; H1299-p53A138V at 32C, ATP luminescence viability, 24 h; Potency, µM (titrated, usually from 46.1 µM), for the others: at the highest dose activity change, negative = cytotoxicity, hits mostly cytotoxic; 0.93% of 130,000 active;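 note: 0% = DMSO and -100% = full killing by reference compound; nearly all actives have a fitted effect of over 55% in size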
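ATP-content luminescence (ATPlite) read-out after 24 h compound exposure at 32C in H1299-p53A138V cells (600/well). Tested up to 46 uM. Normalized to DMSO (0%) and 100 uM tamoxifen (100% killing); Hill-fit AC50.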
IkB sig inh: IkB Signaling | ABC-DLBCL IkBa-CBG/CBR dual luciferase ratio, 4 h; response scale: scaled: untreated 0%, proteasome inhibitor 100% | Potency, µM (highest dose often 57.1 µM), for inactives: top-dose IkBa stabilization activation | 0.04% of 110,000 active; active = well fitted curve in the direction sought with a large enough effect in the signal ratio, not every such curve was filed as active; inconclusive = small, poorly fitted or top-dose-only effect, or a change in a side signal; the % refers to the signal ratio;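 note: the direction sought is a rising ratio; 0% = basal untreated cells and 100% = reference inhibitor full response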
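In this assay, an IκBα–CBG68 fusion accumulates when IKK-driven degradation is blocked; native CBR normalizes for cell number. OCI-Ly3 cells were treated 4 h with compound and doxycycline, then green and red light read after Chroma-Glo addition.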
Peg3 imprint: qHTS Assay for Compounds that Induce Erasure of Genomic Imprints; mouse ES Peg3-LacZ reporter, beta-gal luminescence, 40 h; Potency, µM (titrated, usually from 60.7 µM), without a hit: at the highest dose activity change, positive = activation, actives largely listed as activators; 0.02% of 110,000 active; AID 1948, 2009;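 note: 0% = negative control wells on the plate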
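Imprint erasure is scored as LacZ activity from the silenced maternal Peg3 allele in feeder-free female ES cells cultured 40 h with LIF. Luminescence is normalized to in-plate negative controls and fitted to the Hill equation.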
p53ts 39C kill: qHTS Screen for Compounds that Selectively Target Cancer Cells with p53 Mutations: Cytotoxicity of p53ts Cells at the Nonpermissive Temperature. 1.5% of 130,000 active. AID 902, 2007. Potency, µM (doses to about 46.1 µM), inactives show at the top dose activity change, negative = cell killing, most hits filed as cytotoxic. H1299-p53A138V viability at 39C, ATP luminescence, 24 h; note: nearly all actives have a fitted effect of over 55% in size
Numbers without * were called inactive; ? = inconclusive; nt = not tested or not shown; [ ] = another dose, or the depositor's remark. Unless noted, calls come from the whole dose curve; as a rule, active = well fitted curve in the direction sought with a large enough effect; inconclusive = small, poorly fitted or top-dose-only effect, or another doubt; inactive = no such curve, though single readings can be large; an effect the other way counts as inactive or inconclusive. Unless noted, % is set by controls: 0 for no effect and ±100 for the full control effect; potency is the fitted concentration of half-maximal effect.

SMILES | p53ts 32C kill | IkB sig inh | Peg3 imprint | p53ts 39C kill
CCSc1nnc(NC(=O)CSc2nc3c(c(=O)n2-c2ccccc2OC)SCC3)s1 | 14% | 0.6% | -18% | -6%
OC(COc1ccc2ccccc2c1)CN1CCN(c2ccc(F)cc2)CC1 (stereo not drawn) | -4% | 1.0% | -14% | -2%
O=C(O)CSCC(=O)c1ccccc1 | -2% | -0.7% | -3% | 17%
COC(=O)C1CCN(C(=O)c2c(-c3ccccc3Cl)noc2C)CC1 | -3% | 1.0% | 5% | 6%
O=C(O)c1cnccn1 | 4% | nt | nt | 1%
Cc1ccc(-n2c(COCC(=O)O)nc3cccnc32)cc1 | -7% | -0.3% | -9%[10.9 µM] | -17%
CCOC(=O)c1ccc(NC(=O)CSc2ncccn2)cc1 | -10% | 1.5% | -5% | -7%
Cn1cccc1C(=O)N1CCC2(CCCN(Cc3ccc(C#N)cc3)C2)CC1 | -3% | 0.2%[11.4 µM] | nt | -15%
CCCCn1nnnc1SCC(=O)Nc1sc2c(c1C#N)CCCC2 | -18% | ? | 16% | -11%
Cc1noc(Cn2c(=O)c3ccccc3n(CC(=O)Nc3cccc(Cl)c3C)c2=O)n1 | 1% | ? | 11%[10.9 µM] | 7%
Brc1ccc(-c2nnc3sc(CN4CCN(c5ccccc5)CC4)cn23)cc1 | -3% | 5.1% | -3% | 3%
CSCCC(Nc1ncnc2ccc(Br)cc12)C(=O)O (stereo not drawn) | -2% | 1.5% | -4% | 3%
O=C(CSc1nc2c(c(=O)[nH]1)CN(Cc1ccc3c(c1)OCO3)CC2)Nc1cc(F)ccc1F | -7% | ? | -4%[10.9 µM] | 1%
Cc1onc(-c2ccccc2)c1C(=O)Nc1ccccc1N1CCOCC1 | -11% | 2.4% | ? | 12%
Cc1ccc2oc(-c3cc(NC(=O)c4cccs4)cc(C)c3O)nc2c1 | -5% | 0.0% | 22%[10.9 µM] | 14%
COc1ccc2c(Cl)c(C(N)=O)sc2c1 | -8% | -1.5% | -31%[inhibitor] | -19%
COCCNC(=O)C(c1ccco1)N(C(=O)Cn1nnc2ccccc21)c1cccc(C)c1C (stereo not drawn) | 6% | -0.4% | -3% | 4%
O=S(=O)(O)c1ccc2c(N=Nc3cccc4ccccc34)c(O)c(S(=O)(=O)O)cc2c1 | 4%[9.22 µM] | -1.2%[11.4 µM] | 12%[10.9 µM] | 17%[9.22 µM]
CCOC(=O)c1cccc(NC(=O)c2cnccn2)c1 | -2% | -0.6% | -35%[inhibitor] | -10%
O=C(COc1ccccc1)NCCSc1ccccc1 | -1% | 4.0% | -15% | -3%
COC(=O)c1ccc(NC(=O)C(=O)NCCc2csc3nc(-c4ccccc4F)nn23)cc1 | 4% | -0.1% | -11%[10.9 µM] | -14%
Fc1ccc(Nc2c(-c3ccco3)nc3ccccn23)cc1 | -17% | ? | -12%[10.9 µM] | -18%
Fc1ccc(-c2noc3ncnc(NCCc4ccc(Cl)cc4)c23)cc1 | 11% | ? | -11%[10.9 µM] | -17%
O=C(NCc1ccccn1)Nc1cccc(Cl)c1 | 0% | 2.2% | -13% | 1%
O=C(NCCCc1ccccc1)c1ccc2c(c1)sc1nc(-c3ccc(F)cc3)cn12 | 1% | 0.9% | -9%[10.9 µM] | -2%
O=C(O)CCSC1=NCCN1 | 11%[9.22 µM] | -0.8%[11.4 µM] | ? | 16%[9.22 µM]
C[C@H]1CC[C@]2(OC1)O[C@@H]1C[C@@H]3[C@@H]4CC[C@H]5C[C@@H](O)CC[C@]5(C)[C@@H]4CC(=O)[C@@]3(C)[C@H]1[C@@H]2C | 0%[20.6 µM] | -0.5%[25.6 µM] | 28%[16.8 µM] | 6%[20.6 µM]
CCN1C(=O)c2ccccc2S(=O)c2ccc(C(=O)NCc3ccc(Cl)cc3)cc21 (stereo not drawn) | 13% | ? | -6%[10.9 µM] | -13%
Cc1ccc(-c2nc(C(=O)NCc3ccccc3Cl)c3n2CCCCC3)cc1 | -5% | -0.8% | -7%[10.9 µM] | -4%
NC(=O)CSc1nc2ccccc2c(=O)n1Cc1ccco1 | 11% | nt | nt | 4%
COc1ccccc1CNc1ncnc2c1nnn2C | 1% | ? | ? | 0%
CC1=C(C(=O)OCC(C)C)C23C(=O)c4ccccc4C2(O1)OC(N)=C3C#N (stereo not drawn) | 8% | 8.7% | nt | -1%
N#CC(C#N)=C(N)/C(C#N)=C/c1ccc(O)cc1 | 8% | 0.6% | -10% | ?
CCOc1ccc(NC(=O)c2ccc3c(c2)CCN3S(=O)(=O)CC)cc1 | 0% | ? | -13%[10.9 µM] | -18%
CCOc1ccccc1C(=O)NC1CCN(Cc2nnnn2C2CCCC2)CC1 | 3% | 0.2% | -5% | -3%
COc1cccc(-c2cc(=O)c3cc(O)ccc3o2)c1 | ? | -1.7%[11.4 µM] | -64%[inhibitor] | 13µM*
Cc1ccc(-n2nc3c(=O)n(CCCC(=O)NCc4ccccc4F)nc(C)c3c2C)cc1 | -1% | ? | 5%[10.9 µM] | -25%
Cc1ccc(-c2noc(CN(C3CCCCC3)S(=O)(=O)c3ccc(C)cc3)n2)cc1 | 4% | -1.7% | -13%[10.9 µM] | 6%
CCCOc1cc(C)c(S(=O)(=O)N2CCN(C)CC2)cc1C | -3% | 0.3% | -10% | 3%
O=C(CC1Nc2ccccc2NC1=O)c1ccccc1 (stereo not drawn) | ? | ? | -62%[inhibitor] | ?
CC(C)CCNc1ncnc2c1nnn2Cc1ccccc1Cl | -6% | -2.2% | nt | -14%
CCc1ccc(NC(=O)C2CCCN2S(=O)(=O)c2cccc3nsnc23)cc1 (stereo not drawn) | 2% | 1.4% | 12%[10.9 µM] | ?
COc1ccc(-n2c(C)nnc2SCc2nc(-c3ccc(OC)c(OC)c3)no2)cc1 | 1% | 0.6% | -8%[10.9 µM] | -1%
COc1ccc(CNC(=O)c2ccc(Sc3ccc(Cl)cc3)c(NC(C)=O)c2)c(OC)c1 | 12% | -2.4% | -12%[10.9 µM] | -17%
Cc1ncc(CSC(=N)N)n1Cc1ccccc1 | -3%[9.22 µM] | 1.2%[11.4 µM] | -2%[10.9 µM] | -4%[9.22 µM]
COCCN1C(=O)C(=O)/C(=C(/O)c2cccc(S(=O)(=O)N(C)C)c2)C12C(=O)N(C)c1ccccc12 (stereo not drawn) | 5% | -0.3% | 9% | 9%
CC1(C)CC(N2CCC(=O)N(C3CC(C)(C)NC(C)(C)C3)C2)CC(C)(C)N1 | -2% | 1.7% | 5% | 6%
C=CC(C1=CC(=O)C(OC)=CC1=O)c1ccccc1 (stereo not drawn) | 13µM* | nt | -50%[inhibitor] | 100%[activator]
CN(C)C(=O)c1ccc(-c2cc(NCc3ccccc3)ncn2)cc1 | 1% | 1.4%[11.4 µM] | -1% | -3%
CCOC(=O)c1cc(S(=O)(=O)NCc2ccc(F)cc2)[nH]n1 | -3% | -1.4% | 15%[10.9 µM] | 0%
Next part
SMILES | p53ts 32C kill | IkB sig inh | Peg3 imprint | p53ts 39C kill
COc1ccc(NC(=O)c2sc3nc[nH]c(=O)c3c2C)cc1 | 3% | -3.6% | -15%[10.9 µM] | -27%
Cc1nn(C)c2c1c(-c1ccccc1)cc(=O)n2CC(=O)NC(C)(C)C | 15% | -1.3% | -10%[10.9 µM] | -1%
O=C(CC1N=C2c3ccccc3N=C(SCc3ccccc3F)N2C1=O)NCCc1ccccc1 (stereo not drawn) | 22% | ? | -17%[10.9 µM] | 16%
CC(=O)c1ccc(OCC(O)CN2C(C)CCCC2C)cc1 (stereo not drawn) | -1% | 1.4% | -10% | -1%
O=C1CCN(Cc2nnnn2CC2CCCO2)c2ccccc2N1 (stereo not drawn) | 2% | ? | 3% | 8%
COc1c(S(=O)(=O)n2nc(C)cc2C)ccc(Cl)c1Cl | 11% | 6.2% | -8% | 5%
FC(F)(F)c1cc(-c2ccco2)nc(N2CCOCC2)n1 | 4% | 0.7% | -8% | 1%
Cc1cccc(NC(=O)C2CCCN(S(=O)(=O)c3cccc4cccnc34)C2)c1 (stereo not drawn) | -3% | ? | -17% | -12%
CCc1cccc(CC)c1N(COC)C(=O)Cn1c(CO)nc2ccccc21 | 15% | 2.2% | -10% | -10%
CCc1ccc(OCC(=O)N(Cc2ccco2)Cc2ccco2)cc1 | 8% | ? | -7%[10.9 µM] | -28%

Pulled by compound from above:
SMILES | p53ts 32C kill | IkB sig inh | Peg3 imprint | p53ts 39C kill
CC(=O)c1ccc(OCC(O)CN2C(C)CCCC2C)cc1 (stereo not drawn) | -1% | 1.4% | -10% | -1%
Cc1cccc(NC(=O)C2CCCN(S(=O)(=O)c3cccc4cccnc34)C2)c1 (stereo not drawn) | -3% | ? | -17% | -12%

Following part
SMILES | p53ts 32C kill | IkB sig inh | Peg3 imprint | p53ts 39C kill
CC(=O)c1c(C)[nH]c(C(=O)N2CCN(C(=O)c3ccco3)CC2)c1C | -1% | 1.2% | -8% | -2%
CCN(CC)C(=O)N1CCN(S(=O)(=O)c2ccc(C)c(C)c2)CC1 | -3% | 0.3% | -20% | 2%
CCCCn1c(CN2C(=O)c3ccccc3C2=O)nc2ccccc2c1=O | 11% | -1.7% | -5% | 17%
Nn1c(-c2ccco2)n[nH]c1=S | 0% | 1.6% | -1% | -9%
CC(O)CCC(=O)NCCNC(=O)CCC(C)O (stereo not drawn) | 2% | 3.8% | -1% | -2%
O=C(NCC1CCCO1)C1C2C=CC3(CN(Cc4cccs4)C(=O)C13)O2 (stereo not drawn) | 5% | 0.1% | -4% | 12%
Cc1cccc(N2C(=O)CSC23C(=O)N(Cc2cccc(C(F)(F)F)c2)c2ccccc23)c1 (stereo not drawn) | 23% | 14% | -12%[10.9 µM] | 31%[activator]
Cc1ccc(OCc2nc(-c3ccc(C(=O)NCCc4ccc(Cl)cc4)cc3)oc2C)cc1 | 2% | ? | -2%[10.9 µM] | -10%

Grouped by structure: the entries above with a Cl atom (eleven)
SMILES | p53ts 32C kill | IkB sig inh | Peg3 imprint | p53ts 39C kill
COC(=O)C1CCN(C(=O)c2c(-c3ccccc3Cl)noc2C)CC1 | -3% | 1.0% | 5% | 6%
Cc1noc(Cn2c(=O)c3ccccc3n(CC(=O)Nc3cccc(Cl)c3C)c2=O)n1 | 1% | ? | 11%[10.9 µM] | 7%
COc1ccc2c(Cl)c(C(N)=O)sc2c1 | -8% | -1.5% | -31%[inhibitor] | -19%
Fc1ccc(-c2noc3ncnc(NCCc4ccc(Cl)cc4)c23)cc1 | 11% | ? | -11%[10.9 µM] | -17%
O=C(NCc1ccccn1)Nc1cccc(Cl)c1 | 0% | 2.2% | -13% | 1%
CCN1C(=O)c2ccccc2S(=O)c2ccc(C(=O)NCc3ccc(Cl)cc3)cc21 (stereo not drawn) | 13% | ? | -6%[10.9 µM] | -13%
Cc1ccc(-c2nc(C(=O)NCc3ccccc3Cl)c3n2CCCCC3)cc1 | -5% | -0.8% | -7%[10.9 µM] | -4%
CC(C)CCNc1ncnc2c1nnn2Cc1ccccc1Cl | -6% | -2.2% | nt | -14%
COc1ccc(CNC(=O)c2ccc(Sc3ccc(Cl)cc3)c(NC(C)=O)c2)c(OC)c1 | 12% | -2.4% | -12%[10.9 µM] | -17%
COc1c(S(=O)(=O)n2nc(C)cc2C)ccc(Cl)c1Cl | 11% | 6.2% | -8% | 5%
Cc1ccc(OCc2nc(-c3ccc(C(=O)NCCc4ccc(Cl)cc4)cc3)oc2C)cc1 | 2% | ? | -2%[10.9 µM] | -10%

Source: PubChem
